S1P1 ag-PAM = agonists and agonism potentiators of human S1P1 receptor; AID 449; 56,000 tested, 0.57% active; activation, % at 9.5 µM; P21453; S1P1 CRE-bla cells, forskolin, beta-lactamase FRET, potentiator mode; S1P1 agonist co-added at EC20, 2 nM; 100% = saturating reference agonist, 0% = basal;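 active means activation above a cutoff set at the mean activation of all tested compounds plus 3 SD, cut at about 54% in these data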;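 further: forskolin at 4 µM as EC80 and the EC20 agonist is SEW2871; 100% = SEW2871 at its EC100 plus forskolin at EC80; some compounds past the cut are filed as inactive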
HTR1E antagonist = blocks the human 5-HT1E serotonin receptor. CHO 5-HT1E Ga15 NFAT-bla reporter, FRET, antagonist. inhibition, % at 6 µM. 65,000 tested, 0.99% active. AID 571;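 active means inhibition above a set limit, the mean inhibition across every tested compound plus 3 SD, cut at about 29% in these data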;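 further: signal is the 460 over 535 nm emission ratio of beta-lactamase substrate; 0% = agonist plus DMSO wells and 100% = wells without agonist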
M1 agonist = activates the M1 muscarinic receptor; CHO-M1 cells, Fluo-4 calcium fluorescence, agonist mode; active compounds read high; B-score at 10 µM; 64,000 tested, 3% active;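 active means fluorescence rise, raw or as B-score row- and column-corrected plate score, outside the 99.7% band of its plate's samples, either direction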
Jurkat tox 60K = cytotoxicity toward Jurkat cells; 56,000 tested, 1.2% active; Jurkat E6.1 viability, ATP luminescence, 48 h; inhibition, % at 4 µM;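 active means inhibition above the mean inhibition of all tested compounds plus 3 SD, cut at about 28% in these data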
S1P3 ag = S1P3 (human) receptor agonism. Q99500. S1P3 NFAT-BLA reporter cells, FRET ratio; relative to 1 µM S1P, basal subtracted. activation, % at 4.5 µM. 60,000 tested, 0.1% active;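 active means activation above the screen-wide mean plus 3 SD, cut at about 4.5% in these data, passing the limit was not always enough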; further: some compounds called inactive have numbers as strong as hits
Target sequence (Q99500 whole entry, looked up): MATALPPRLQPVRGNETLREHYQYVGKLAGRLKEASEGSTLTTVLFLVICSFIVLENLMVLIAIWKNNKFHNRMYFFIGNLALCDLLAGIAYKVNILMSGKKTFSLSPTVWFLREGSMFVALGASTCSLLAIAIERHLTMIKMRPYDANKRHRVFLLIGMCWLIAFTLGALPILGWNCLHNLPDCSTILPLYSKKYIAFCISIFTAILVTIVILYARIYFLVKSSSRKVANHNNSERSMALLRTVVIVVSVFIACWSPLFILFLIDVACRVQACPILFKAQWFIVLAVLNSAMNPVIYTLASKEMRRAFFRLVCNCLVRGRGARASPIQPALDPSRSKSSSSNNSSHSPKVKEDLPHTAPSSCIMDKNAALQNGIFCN
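Material: Human S1P3 NFAT-BLA reporter CHO cells | Incubation: Overnight plating, 4 h compound 37 °C, 2 h substrate RT | Signal: FRET β-lactamase substrate fluorescence, excitation 405 nm, 460/535 nm emission ratio, background-subtracted | Compound: 4.5 µM final, single dose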
5-HT1A blocker = antagonists of human 5-HT1a serotonin receptor; P08908; CHO 5-HT1a Ga15 NFAT-bla reporter, antagonist mode; inhibition, % at 10 µM; 62,000 tested, 0.68% active;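 active means inhibition above the mean of all tested compounds plus 3 SD, cut at about 43% in these data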;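 further: receptor stimulated by 5-CT agonist at 100 nM near EC80; beta-lactamase reporter measured by ratiometric fluorescence of a cleavable substrate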
M1 antag = antagonists of rat M1 muscarinic receptor; P08482; CHO-M1 cells, Fluo-4 calcium, ACh EC80 antagonist mode; active compounds read low; B-score at 10 µM; 64,000 tested, 3.4% active;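 active means calcium fluorescence response, raw or row-and-column corrected B-score, differing from the plate sample mean either way at a set confidence level, mostly lower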
Target sequence (P08482 whole entry, looked up): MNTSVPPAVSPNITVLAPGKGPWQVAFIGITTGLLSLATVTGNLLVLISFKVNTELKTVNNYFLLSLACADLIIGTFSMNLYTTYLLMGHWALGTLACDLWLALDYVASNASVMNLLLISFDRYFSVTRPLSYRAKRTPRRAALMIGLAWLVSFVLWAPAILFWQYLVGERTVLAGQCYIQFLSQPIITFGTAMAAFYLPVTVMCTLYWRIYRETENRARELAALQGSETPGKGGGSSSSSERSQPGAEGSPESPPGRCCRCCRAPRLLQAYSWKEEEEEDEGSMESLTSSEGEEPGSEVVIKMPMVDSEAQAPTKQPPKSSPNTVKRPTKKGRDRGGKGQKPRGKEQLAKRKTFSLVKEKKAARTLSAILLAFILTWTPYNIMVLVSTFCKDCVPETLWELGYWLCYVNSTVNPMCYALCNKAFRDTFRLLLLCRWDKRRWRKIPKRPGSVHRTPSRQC
5HT1a ag = activates the human 5-HT1a serotonin receptor | P08908 | CHO 5-HT1a Ga15 NFAT-bla reporter, FRET ratio; 0% basal, 100% maximal reference agonist | activation, % at 10 µM | 65,000 tested, 0.56% active | AID 567;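 active means activation above the screen-wide mean activation plus 3 SD, cut at about 19% in these data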;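 further: 0% = DMSO wells and 100% = 5-CT at EC100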
5HT1E ag = agonists of human 5-HT1E serotonin receptor; P28566; 65,000 tested, 0.69% active; activation, % at 6 µM; AID 574; CHO 5-HT1E Ga15 NFAT-bla reporter, FRET; 0% DMSO wells, 100% control agonist wells;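 active means activation above a set limit, the screen-wide mean activation plus 3 SD, cut at about 8.5% in these data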;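 further: 100% = positive control agonist at 1 µM giving full maximal response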
Numbers without * were called inactive; x = not tested or not shown.

SMILES | S1P1 ag-PAM | HTR1E antagonist | M1 agonist | Jurkat tox 60K | S1P3 ag | 5-HT1A blocker | M1 antag | 5HT1a ag | 5HT1E ag
Cc1noc(C)c1COC(=O)c1cc2c(C)nn(-c3ccc(F)cc3)c2s1 | 11 | -8 | 0.067 | -5 | 0.7 | 2 | 0.29 | -0.6 | 0.4
CCOC(=O)C1=C(c2ccccc2)NC(SCC(=O)Nc2ccccc2C)=C(C#N)C1c1ccco1 (configuration not stated) | -8 | -35 | 0.015 | x | -2.1 | x | 1.1 | 3.8 | 1.8
c1ccc(COn2nnc3ccccc32)c(COn2nnc3ccccc32)c1 | x | 2 | 0.94 | 3 | -0.7 | 18 | -0.62 | 1.6 | -0.7
Cc1ccc(-n2ncc3c(=O)n(CC(=O)NC4CCCCC4)cnc32)cc1 | -3 | -4 | -0.65 | 1 | -1.1 | 9 | -0.91 | -5.2 | -1.2
CCCn1c(SCC(=O)NC)nnc1C(C)C | 0 | -4 | -0.16 | -2 | 0.1 | 0 | 0.32 | 1.7 | 0.5
CCOc1ncccc1C(=O)NCC1COc2ccccc2O1 (configuration not stated) | -60 | 25 | 0.39 | 1 | -0.1 | 14 | -0.15 | -2.8 | -0.1
Cn1c(SCc2cccc3ccccc23)nnc1-c1ccco1 | 15 | 18 | -0.11 | -2 | -1.2 | 17 | -0.16 | 2.0 | 7.2
COC(=O)C1=C(C)N(c2cccc(Cl)c2)C(=O)C1 | x | -3 | -0.74 | 4 | -0.9 | 10 | -0.023 | 0.0 | 0.4
COc1cc(-n2c(C)nc3cc(C(=O)NCc4ccco4)ccc32)cc(OC)c1OC | -50 | 11 | 0.44 | -7 | 1.9 | -15 | -0.03 | -2.8 | 0.0
CCC(C)NC(=O)C(NS(=O)(=O)c1cccc2nsnc12)c1ccccc1 (configuration not stated) | -7 | 7 | 0.51 | 1 | -1.5 | 2 | 0.32 | -5.1 | -1.6
CCSc1nnc(-c2ccccc2N)c(=O)[nH]1 | x | 1 | 0.89 | 4 | -0.6 | 4 | 0.57 | -2.2 | 0.5
Cc1ccc(CCNC(=O)C2CCN(C(=O)N(C)C)CC2)cc1 | -7 | 10 | -0.41 | -11 | 0.5 | -4 | -0.34 | -1.7 | 2.7
CCOc1ccc(C(=O)OCC(=O)Nc2nc(OC)cc(OC)n2)cc1OCC | -3 | 1 | 0.57 | 2 | 0.3 | -8 | 1.3 | -2.5 | 0.9
CS(=O)(=O)N1CCc2cc(-c3csc(NCC4CCCO4)n3)ccc21 (configuration not stated) | -10 | 3 | -0.84 | 2 | -0.8 | 5 | 0.54 | -1.5 | 0.7
CC(C)c1ccc(OCC(O)CN2CCN(c3ccccc3)CC2)cc1 (configuration not stated) | -2 | 10 | 0.27 | 1 | -0.5 | 0 | -1.7 | 5.5 | 0.0
CCc1c(C)nc2ncnn2c1N1CCCC(C(=O)NCCc2ccc(OC)cc2)C1 (configuration not stated) | -33 | -3 | 0.072 | 19 | -1.9 | -4 | 0.76 | 2.5 | 1.5
Cc1ccc(-c2noc(C3CCN(S(C)(=O)=O)CC3)n2)o1 | 18 | 5 | 0.13 | 8 | -0.7 | 11 | 1.5 | -2.1 | -1.2
CCN(CC)C(=O)CSCC(=O)Nc1ccccc1 | -16 | -5 | -0.084 | 4 | -0.4 | -3 | -0.25 | -1.2 | -0.1
CN(C)c1nc(N)nc(CSc2ncc(Cl)cc2Cl)n1 | -6 | 17 | 0.93 | -2 | 0.8 | 5 | -0.016 | -2.6 | -0.1
CCN(CC(=O)NC)S(=O)(=O)c1ccc(C)cc1 | 13 | 8 | 1.1 | 12 | -1.1 | 2 | 0.52 | -1.8 | 0.3
CCCOc1ccc([C@@H]2C3CN(C(=O)OCC)CC=C3C(C#N)=C(N)C2(C#N)C#N)cc1OC (some centres not stated) | 5 | -12 | -1.8 | 5 | -0.1 | -6 | 0.72 | -1.5 | 0.6
C=CCn1c(SCC(=O)NCC(=O)OCC)nnc1-c1cccc(OC)c1 | 8 | -14 | 0.54 | -2 | -0.6 | -8 | -1.6 | -1.5 | 0.6
COC(=O)CCP(=O)(O)Cc1ccccc1CP(=O)(O)CCC(=O)OC | 8 | 10 | 0.21 | -7 | -0.4 | 0 | 0.12 | -1.7 | -0.5
O=C(O)CC1C(=O)OCN1C(=O)OCc1ccccc1 (configuration not stated) | -4 | -9 | -0.001 | -5 | -1.1 | 4 | 0.19 | -1.5 | -0.3
C/C(=C\C(=O)c1ccc(C)o1)Nc1ccc2c(c1)OCO2 | -10 | -2 | 0.49 | -3 | -0.4 | -2 | -0.68 | 0.0 | -0.4
COc1cccc(CNc2nn[nH]n2)c1OC | x | -4 | 0 | 2 | -0.4 | 7 | -0.23 | 1.7 | -0.9
N#Cc1ccccc1Cn1c(=O)n(Cc2ccc(C(=O)NCc3ccco3)cc2)c(=O)c2sccc21 | -6 | 5 | -0.45 | -9 | 0.6 | -2 | 0.77 | -0.1 | 0.1
Cc1cc(C)cc(N(C(=O)Cn2nnc3ccccc32)C(C(=O)NCc2ccco2)c2ccncc2)c1 (configuration not stated) | x | -5 | -0.45 | x | x | 2 | 0.5 | 0.4 | 1.1
Oc1ccc(-c2nc3ncccn3c2Nc2ccc3c(c2)OCO3)cc1 | x | -2 | -0.92 | x | x | -14 | 0.37 | -1.0 | -0.6
CC(C)c1ccc(NC(=O)N2CCC(c3nc4ccccc4o3)CC2)cc1 | 15 | -18 | -1 | 8 | 1.0 | -25 | -0.75 | 1.6 | -0.4
CN(C)S(=O)(=O)N1CCC(c2ccc(F)cc2)C(COc2ccc3c(c2)OCO3)C1 (configuration not stated) | -12 | 9 | -0.53 | 3 | -1.5 | 47* | -1.9 | -0.6 | -0.7
Cc1onc(-c2ccccc2)c1C(=O)NCc1ccc2c(c1)OCO2 | 7 | -6 | -0.45 | 6 | -1.9 | 4 | -0.46 | -0.6 | -0.5
CCOc1ccc(OCC)c(NC(=O)C2CCN(S(=O)(=O)c3cnc[nH]3)CC2)c1 | 12 | 9 | -0.086 | 0 | -1.4 | -4 | 0.63 | 0.1 | 1.8
CCSc1nnc(NC(=O)c2cccnc2)s1 | -26 | 4 | 0 | 1 | 0.1 | -5 | 1.7 | -0.1 | 0.1
Cc1cc(NC(=O)Cn2nnc3sc4c(c3c2=O)CCC(C(C)(C)C)C4)no1 (configuration not stated) | -28 | -3 | -0.18 | -5 | 0.5 | -10 | 0.023 | -2.3 | 0.1
O=C(C(c1ccccc1)c1ccccc1)N1CCN(CC(O)COc2ccccc2)CC1 (configuration not stated) | 13 | 1 | 2.1 | 7 | 0.6 | 6 | -2.3* | -2.7 | 0.7
O=C(NCC(F)(F)F)Nc1nnc(C(F)(F)F)s1 | -12 | -13 | -2.2 | x | -1.3 | x | -2* | -1.1 | 0.0
O=C(NC1=NCCS1)c1ccc(-c2ccc(Cl)cc2)o1 | -2 | -2 | 0.85 | -3 | -0.2 | -6 | 0.0041 | -0.7 | -0.4
CN1CCc2c(sc3c2c(=O)n(-c2ccc(Cl)cc2)c2nncn32)C1 | x | 11 | 0.24 | x | x | 4 | -2.7 | 0.2 | -1.6
COc1cc2[nH]c(=S)n(CC3CCCO3)c(=O)c2cc1OC (configuration not stated) | x | -4 | -0.066 | 3 | -1.6 | 2 | 0.57 | 0.3 | 0.5
CCCCCc1ccc(-c2ccc(=O)[nH]n2)cc1 | 1 | 12 | 1.4 | x | -6.2 | x | 0.87 | 1.5 | -0.5
Cc1cccc(-c2nc(C#N)c(NC3CCCCC3)o2)c1 | 68* | 55* | -0.15 | x | -3.6 | x | -0.043 | -1.1 | -0.4
CC(NC(=O)c1cccs1)C(c1cccs1)N1CCN(c2ccccc2)CC1 (configuration not stated) | 8 | -5 | -0.75 | 1 | 0.4 | 16 | 0.21 | -1.0 | -0.6
CCOC(=O)CSC1=Nc2ccccc2C2=NC(CC(=O)NCc3cccs3)C(=O)N12 (configuration not stated) | 1 | -13 | -0.24 | 4 | 0.1 | -3 | 0.13 | -0.8 | -0.6
CCc1c(C(=O)Nc2ncn(Cc3cccc(C)c3)n2)csc1C | 11 | 1 | 0.023 | -2 | -0.8 | 2 | -0.25 | -2.9 | 0.2
COc1ccc(C(=O)NCC23C=CC(O2)C2C(=O)N(Cc4ccccc4)C(=O)C23)cc1 (configuration not stated) | x | -6 | -0.3 | -2 | -0.8 | 5 | -1.9 | 2.3 | -0.8
COc1ccc(-n2c(Cc3cccn3C)nnc2SCC(=O)N2CCCc3ccccc32)cc1 | -39 | -18 | -0.38 | 4 | -0.4 | -3 | -0.75 | -3.7 | 1.5
O=C(Cn1cnc2ccccc2c1=O)Nc1ccc(-c2nnc3n2CCCCC3)cc1 | -48 | -4 | 0.3 | 4 | 0.2 | -3 | -1.8 | -1.9 | 0.3
NC(=O)CSc1nnc(C2CC2)n1Cc1ccccc1 | 6 | 2 | -0.051 | -4 | -0.5 | 0 | 0.4 | -1.2 | -0.2
CCOC(=O)c1nn(-c2cc(C(=O)OC)cc(C(=O)OC)c2)cc1O | -16 | -13 | 1.3 | -1 | -0.4 | 2 | 1 | -3.1 | 1.5
COc1ccc(CNC(=O)C2CCN(S(=O)(=O)c3cccc4cccnc34)CC2)cc1 | -12 | -12 | -1.4 | 3 | 0.2 | 2 | 0.68 | -0.3 | 0.5
Cc1ccccc1C1CC(c2ccccc2OC(F)F)Nc2ncnn21 (configuration not stated) | 2 | 9 | -0.36 | 3 | -1.2 | 6 | 0.64 | 1.2 | -0.1
CC(C)C(=O)NC(C)C(c1cccs1)N1CCOCC1 (configuration not stated) | 11 | 1 | -0.18 | -1 | -0.9 | -3 | -0.096 | 0.0 | 0.4

Molecules above that have a furan ring, fused or not (8):
SMILES | S1P1 ag-PAM | HTR1E antagonist | M1 agonist | Jurkat tox 60K | S1P3 ag | 5-HT1A blocker | M1 antag | 5HT1a ag | 5HT1E ag
CCOC(=O)C1=C(c2ccccc2)NC(SCC(=O)Nc2ccccc2C)=C(C#N)C1c1ccco1 (configuration not stated) | -8 | -35 | 0.015 | x | -2.1 | x | 1.1 | 3.8 | 1.8
Cn1c(SCc2cccc3ccccc23)nnc1-c1ccco1 | 15 | 18 | -0.11 | -2 | -1.2 | 17 | -0.16 | 2.0 | 7.2
COc1cc(-n2c(C)nc3cc(C(=O)NCc4ccco4)ccc32)cc(OC)c1OC | -50 | 11 | 0.44 | -7 | 1.9 | -15 | -0.03 | -2.8 | 0.0
Cc1ccc(-c2noc(C3CCN(S(C)(=O)=O)CC3)n2)o1 | 18 | 5 | 0.13 | 8 | -0.7 | 11 | 1.5 | -2.1 | -1.2
C/C(=C\C(=O)c1ccc(C)o1)Nc1ccc2c(c1)OCO2 | -10 | -2 | 0.49 | -3 | -0.4 | -2 | -0.68 | 0.0 | -0.4
N#Cc1ccccc1Cn1c(=O)n(Cc2ccc(C(=O)NCc3ccco3)cc2)c(=O)c2sccc21 | -6 | 5 | -0.45 | -9 | 0.6 | -2 | 0.77 | -0.1 | 0.1
Cc1cc(C)cc(N(C(=O)Cn2nnc3ccccc32)C(C(=O)NCc2ccco2)c2ccncc2)c1 (configuration not stated) | x | -5 | -0.45 | x | x | 2 | 0.5 | 0.4 | 1.1
O=C(NC1=NCCS1)c1ccc(-c2ccc(Cl)cc2)o1 | -2 | -2 | 0.85 | -3 | -0.2 | -6 | 0.0041 | -0.7 | -0.4

Screens deposited in PubChem BioAssay by several laboratories.
